Screens: PubChem BioAssay, National Center for Advancing Translational Sciences (NCATS)
DT40 TDP1 CPT = growth inhibition of DT40 Tdp1-/-;hTDP1 cells with camptothecin (screen for TDP1 inhibitors); chicken DT40 Tdp1-/-;hTDP1 cells + 20 nM CPT, ATP luminescence, 48 h; Potency, µM (series often up to 46.2 µM), for inactives: at the top dose activity change, negative = growth inhibition, most hits filed as inhibitors; hit rate 12% among 420,000; AID 686979; also: nearly all actives have a fitted effect of over 55% in size
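Chicken DT40 Tdp1-/- cells complemented with human TDP1, 400 cells/well, exposed to compounds plus 20 nM camptothecin for at least 48 h at 37 C; viability read as ATP content by CellTiter-Glo luminescence.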
N370S GC = N370S glucocerebrosidase modulation, Gaucher chaperone candidate; N370S GC spleen homogenate, 4MU-glucoside fluorescence; hit rate 0.092% among 330,000; Potency, µM (series often up to 59.4 µM), for the others: at the highest dose activity change, negative = inhibition, actives largely listed as inhibitors; AID 2101; P04062;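 also: 0% = full enzyme activity and -100% = no enzyme basal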
FEN1 inhibitor = blocks human flap endonuclease 1; P39748; Recombinant FEN1 flap cleavage, fluorescence, 15 min; Potency, µM (series often up to 114 µM), without a hit: at the top dose activity change, negative = inhibition, usual class: inhibitors; hit rate 0.35% among 390,000; AID 588795; also: nearly all actives have a fitted effect of over 65% in size
Target sequence (P39748 whole entry, looked up): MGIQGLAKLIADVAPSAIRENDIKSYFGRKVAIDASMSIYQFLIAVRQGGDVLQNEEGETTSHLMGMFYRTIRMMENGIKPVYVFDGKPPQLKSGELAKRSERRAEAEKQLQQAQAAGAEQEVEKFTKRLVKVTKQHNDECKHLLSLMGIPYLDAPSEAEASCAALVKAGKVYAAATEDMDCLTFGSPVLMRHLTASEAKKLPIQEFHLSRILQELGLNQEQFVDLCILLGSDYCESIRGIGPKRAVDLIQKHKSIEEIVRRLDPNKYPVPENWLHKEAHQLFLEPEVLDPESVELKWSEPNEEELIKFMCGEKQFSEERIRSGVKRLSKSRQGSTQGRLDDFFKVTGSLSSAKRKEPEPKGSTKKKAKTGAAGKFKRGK
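Reaction started by adding substrate (50 nM final) to 10 nM enzyme after 15 min room-temperature compound preincubation. Reads at 0 and 15 min, with data normalized and fitted to a four-parameter Hill equation.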
* hit, by the source's call; ? = inconclusive; . = not tested or not shown; & = joins results of further samples; [ ] = dose if it differs, or a comment. Calls follow the shape of the dose curve; as a rule, active = well fitted curve in the direction sought with a large enough effect; inconclusive = small, poorly fitted or top-dose-only effect, or another doubt; inactive = no such curve, though single readings can be large; an effect the other way counts as inactive or inconclusive. Unless noted, % is scaled to controls: 0 for no effect and ±100 for the full control effect; potency is read from the fitted curve at half-maximal effect. Only part of the results is shown; the hit share may differ from the screen's.

SMILES	DT40 TDP1 CPT	N370S GC	FEN1 inhibitor
CCCc1cc(=O)[nH]c(SCC(=O)Nc2cc(S(=O)(=O)N3CCCCC3)ccc2Cl)n1	-15%	.	5%
COc1ccc(-c2nc(N)ncc2-c2ccc(OC)c(OC)c2)c(O)c1	?	-20%	-1%
Cc1cccc(-n2c(Cc3cc(=O)[nH]c(=O)[nH]3)nnc2SC(C)C)c1	4%	-11%	4%
CCOc1ccc(C(Nc2cccnc2)c2cc(Cl)c3cccnc3c2O)cc1 (stereo not drawn)	?	3%	?
COc1cccc(C(=O)/C=C2\Sc3ccccc3N2C)c1	?	12%	-28%
CC(C)(C)C(=O)Nc1ccc(C(=O)N/N=C/c2ccccc2OC(=O)c2ccc(Cl)cc2Cl)cc1	15µM*	4%	0%
CCOc1ccc(NC(=O)[C@H](Cc2ccccc2)NC(=O)C2CCNCC2)cc1	-2%	-10%	-4%
Cc1nc2cccnc2n1-c1cccc(C(=O)NCc2ccc(OC(C)C)cc2)c1	?	.	-5%
CCOC(=O)Cn1c(-c2cccnc2Cl)nc2cc(Cl)c(Cl)cc21	-18%	10%	9%
Cc1cccc(C)c1NC(=S)Nc1ccc(F)cc1	0%	-1%	-2%
Cn1c(=O)c(Sc2ccccc2)c(O)c2ccccc21	-8%	-6%	?
CN1C(=O)OC2(C)CCc3ccccc3C12C (stereo not drawn)	-4%	-8%	-16%
CCOC(=O)c1csc(Nc2nc3ccc(F)cc3s2)n1	21µM*	-7%	-8%
COCCNC(=O)c1ccc(CS(=O)(=O)c2ccc(OC)cc2)o1	-13%	-7%	19%
CC(C)(C)[C@@H]1COC(=O)[C@H](Cc2ccc(F)cc2)CC/C=C\C[C@@H](CC(=O)N(CCO)Cc2ccccc2)C(=O)N1	5.8µM*	.	-6%
Cc1ccccc1OCC(=O)N(Cc1nc(-c2ccccc2)no1)C(C)C	?	?	-18%
O=C(NC1=NCCS1)c1ccc(N2CCCC2=O)cc1	-7%	3%	8%
O=C1NCN(c2ccccc2)C12CCN(c1nnnn1-c1ccccc1)CC2	?	5%	4%
O=C(CC1CCCC1)NNC(=O)c1ccc(Br)cc1	7%	.	-1%
COc1ccc(N(CC(=O)N2CCN(c3cccc(Cl)c3)CC2)S(=O)(=O)c2c(C)noc2C)cc1	16µM*	-9%	-8%&-5%
Cc1ccccc1C(=O)Nc1ccccc1C(=O)OCc1cc(=O)n2ccsc2n1	-1%	.	-2%
O=C(CN1CCCCC1)N1CCCc2ccccc21	-21%	17%	-1%
Nc1[nH]c(=O)nc(Nc2ccccc2)c1N=O	?	.	12%
CN(c1ccccc1)S(=O)(=O)c1ccc(C(=O)NCCc2ccc(F)cc2)cc1	-8%	-4%	-18%
Cc1ccc(S(=O)(=O)c2nc(-c3cccc(Cl)c3)oc2NCc2ccccc2)cc1	-29%	.	-1%

The final 2 compounds of the section before are carried over, then new ones follow:
SMILES	DT40 TDP1 CPT	N370S GC	FEN1 inhibitor
CN(c1ccccc1)S(=O)(=O)c1ccc(C(=O)NCCc2ccc(F)cc2)cc1	-8%	-4%	-18%
Cc1ccc(S(=O)(=O)c2nc(-c3cccc(Cl)c3)oc2NCc2ccccc2)cc1	-29%	.	-1%
O=C(Nc1nnc(-c2ccncc2)o1)c1ccccc1F	?	11%	1%
O=C(Nc1ccccc1C(=O)O)c1cccc(NS(=O)(=O)c2ccc(Br)cc2)c1	1%	5%	13%
N=c1sccn1CC(=O)Nc1cccc(Oc2ccccc2)c1	?	6%	5%
Cc1cc(-c2ccc(C)c(S(=O)(=O)NCCc3ccc(S(N)(=O)=O)cc3)c2)on1	?	0%	17%&3%
COc1ccc(/C=C/c2nc(N)nc(-c3ccccc3O)n2)cc1OC	?	-12%	-17%
O=C(NCc1ccccc1)c1ccc(NC(=O)c2nsc3ccccc23)cc1	?	.	-6%
O=C(CSc1ncnc2ccccc12)Nc1cccc(S(=O)(=O)N2CCOCC2)c1	-19%	-14%	-1%
CN(CC(=O)Nc1ccc(Cl)c(C(F)(F)F)c1)C(=O)CCCNC(=O)c1ccc(Cl)cc1	21µM*	.	-4%
CCc1cc(C(=O)c2ccccc2OC)c(N)s1	?	1%[2.35 µM]	-6%
Cc1ccc(/C=C2/NC(=O)N(Cc3ccccc3F)C2=O)o1	?	-26%	-3%
COc1ccc(NC(=O)CCC(=O)OCc2ccc(C(=O)Oc3ccc(Cl)cc3)cc2)cc1	-12%	-17%	-4%
O=C(OCC(=O)c1cccs1)c1ccccc1	-1%	10%	-8%
Cc1ccc(NC(=O)CSc2nc(C)cc(C)c2C(=O)Nc2cccc(C)c2)cc1	-29%	.	22%
CCOC(=O)C1Cn2c(nc3c(c2=O)C(C)(CC)Cc2ccccc2-3)S1 (stereo not drawn)	?	27%	-14%
CN(C)N1C(N)=C(C#N)C(c2ccsc2)C2=C1CCCC2=O (stereo not drawn)	-1%	2%	2%
Cc1cn2c(=O)c3ccccc3nc2n2c(=O)c3ccccc3nc12	10%[9.04 µM]	5%	.
CCC(CC)NC(=O)COC(=O)CCC(=O)c1ccc(Cl)cc1	9%	20%	-3%
O=C(CCl)Nc1ccccc1Sc1ccccc1	?	2%	-3%
O=C(CSc1nc2c(cnn2-c2ccccc2)c(=O)[nH]1)N1CCCCC1	3%	3%	-7%
COc1ccc(NS(=O)(=O)c2cccc(C(=O)NN=C(C)c3ccco3)c2)cc1	-7%	.	-16%
CCOC(=O)N1CCN(C(=O)CN(c2ccc(Oc3ccccc3)cc2)S(C)(=O)=O)CC1	-29%	-3%	15%
Cc1ccccc1OCC(=O)Nc1ccccc1C(=O)NC1CC1	?	-2%	-4%
COc1ccc(CCNC(=O)CSc2nnc(CNc3ccc(Cl)cc3)o2)cc1OC	?	2%	-3%
NC(=O)c1nnn(-c2ccccc2)c1N	1%	-3%	19%
CC1(C)Oc2ccc(NC(=O)C3COc4ccccc4O3)cc2O1 (stereo not drawn)	-9%	15%	-9%

The last seven compounds of the part before are carried over, then new ones follow.
SMILES	DT40 TDP1 CPT	N370S GC	FEN1 inhibitor
O=C(CSc1nc2c(cnn2-c2ccccc2)c(=O)[nH]1)N1CCCCC1	3%	3%	-7%
COc1ccc(NS(=O)(=O)c2cccc(C(=O)NN=C(C)c3ccco3)c2)cc1	-7%	.	-16%
CCOC(=O)N1CCN(C(=O)CN(c2ccc(Oc3ccccc3)cc2)S(C)(=O)=O)CC1	-29%	-3%	15%
Cc1ccccc1OCC(=O)Nc1ccccc1C(=O)NC1CC1	?	-2%	-4%
COc1ccc(CCNC(=O)CSc2nnc(CNc3ccc(Cl)cc3)o2)cc1OC	?	2%	-3%
NC(=O)c1nnn(-c2ccccc2)c1N	1%	-3%	19%
CC1(C)Oc2ccc(NC(=O)C3COc4ccccc4O3)cc2O1 (stereo not drawn)	-9%	15%	-9%
CC(OC(=O)C(C)Oc1ccccc1)C(=O)Nc1ccc(S(=O)(=O)N2CCCCC2)cc1 (stereo not drawn)	?	.	-28%
O=C(C1CCCO1)N1CCN(C(c2ccccc2)c2ccccc2)CC1 (stereo not drawn)	-5%	-1%	-2%
CCOC(=O)C1(CCOc2ccccc2)CCN(Cc2cccc(F)c2)CC1	16µM*	1%	-21%
N#Cc1c(Nc2cccc(F)c2)sc2c(O)cc(=O)[nH]c12	-6%	-9%	-28%
COc1cccc(NC(=S)NCc2ccccc2)c1	-7%	-8%	-4%
CCc1ccc(NC(=O)C(C)n2nc(C)c([N+](=O)[O-])c2C)cc1 (stereo not drawn)	-19%	0%	0%
COc1ccc(-c2nnc3c4ccccc4c(C)nn23)cc1	?	?	?
Cc1cnc(C(=O)Nc2nnc(C3CC3)s2)cn1	2%	-15%	-11%
Cn1nc(-c2ccccc2)c(-c2nc(-c3cccc(C(F)(F)F)c3)no2)c1Cl	?	.	4%
COc1ccc(OCC(O)CNC(=O)Nc2ccc(C(C)(C)C)cc2)cc1 (stereo not drawn)	-10%	-16%	-13%
CC(C)N(Cc1nccn1C)C(=O)c1ccc2oc(CCCc3ccccc3)nc2c1	18µM*	-5%	11%
CCCNS(=O)(=O)c1cc2c3c(c1)C(C)C(=O)N3CCC2 (stereo not drawn)	-11%	-5%	-5%
O=C1c2ccc(Oc3ccc4c(c3)C(=O)N(CCCO)C4=O)cc2C(=O)N1CCCO	-2%	-6%	3%
COc1ccc(C(c2sc3nc(C)nn3c2O)N2CCC(C(N)=O)CC2)cc1OC (stereo not drawn)	12%	3%	21%
CCCCn1c(=N)n(CC(=O)c2ccc(Br)s2)c2ccccc21	5.2µM*	-11%	-11%
CCCCCCCC1CC(CSc2ncn[nH]2)OC1=O (stereo not drawn)	-16%	0%	-6%
COc1ccc2c(c1)cc1c(=O)n(CC(=O)NCCCOC(C)C)nc(C)n12	3%&-6%	-1%	-3%&16%
CCC(C)(C)NC(=O)C(c1ccccc1F)N(C(=O)c1ccn[nH]1)c1ccccc1 (stereo not drawn)	-7%	6%	6%
O=[N+]([O-])c1cc(Cl)c(Cl)c(Cl)c1Cl	-17%	2%	14%
Cn1nc(C(F)(F)F)c(C(=O)Nc2cccc(C(F)(F)F)c2)c1SCc1ccc(Cl)cc1	16µM*	-11%	-14%
COc1ccc(Cl)cc1N1C(=O)C2CCCN2C1c1ccc(F)c(F)c1 (stereo not drawn)	1%	2%	21%
O=C(c1ccco1)N1CCN(Cc2cc(=O)c(OCc3cccc(Cl)c3)co2)CC1	0%	-5%	-13%
CCC(=O)N/N=C/c1ccc(-c2ccc(Cl)cc2)o1	5%	-10%	0%
CCC(=O)N1c2ccc(S(=O)(=O)CCC(=O)NCc3ccccc3OC)cc2CC1C (stereo not drawn)	?	.	-1%
CC(=O)c1ccc(C2CC34CNS(=O)(=O)C3CC2O4)cc1 (stereo not drawn)	.	0%	-24%
SMILES	DT40 TDP1 CPT	N370S GC	FEN1 inhibitor
Cc1ccc(CC(NC(=O)c2ccccc2)C(=O)NC(C)C(=O)O)cc1 (stereo not drawn)	-1%	21%	-4%
CCCCn1c(N)c(N(CC(C)C)C(=O)c2cc(-c3ccc(OC)cc3)nc3ccccc23)c(=O)[nH]c1=O	?	.	-4%
COc1ccc(C(=O)Nc2cccc(NC(=O)c3ccc(OC)cc3OC)n2)c(OC)c1	21µM*	.	15%
CCN(c1ccc(C)cc1C)S(=O)(=O)c1nnc(NC(=O)C(C)(C)C)s1	?	11%	-4%
Cc1cc(=O)oc2cc(OCCSCCN3CCCC3)ccc12	1%	-23%	-8%
COC(=O)c1cc(S(=O)(=O)Nc2cc(OC)cc(OC)c2)cn1C	-27%	-1%	16%
CCOc1cccc(OCCCOc2cccc3cccnc23)c1	-21%	23%	-6%
CCCCCCC1CC(C)(/C(C)=N/NC(N)=O)OC1=O (stereo not drawn)	-25%	1%	6%
COc1ccc(S(=O)(=O)Nc2ccccc2OC)cc1C	-6%	9%	-13%
O=C(Nc1ccccc1Br)c1cc(CN2CCCC2)on1	-28%	.	16%
COCCCN1C(=O)c2[nH]nc(-c3ccccc3O)c2C1c1ccc(OCc2ccccc2)cc1 (stereo not drawn)	?	.	-16%
S=c1cnc2ccccc2[nH]1	?	3%	-5%
CCCNC(=O)CN(c1ccccc1)S(=O)(=O)c1ccc(OC)c(OC)c1	-11%	7%	10%
COc1cc(NS(=O)(=O)c2cc(C)ccc2OC)c(OC)cc1Cl	?	8%	8%
CCOc1ccc(N2CC(NS(=O)(=O)c3cccs3)CC2=O)cc1 (stereo not drawn)	-8%	-3%	-4%
Cc1ccccc1NC(=S)Nc1ccccn1	?	-18%	-3%
Nc1cc(Nc2ccccc2)ccn1	-13%	.	11%
COc1ccc(-c2c(C)nn3c(-c4ccccc4)cc(C)nc23)cc1	?	0%	0%
Cc1ccc(C)c(Cn2c(=O)n(CCCCC(=O)NCc3ccccc3Cl)c(=O)c3ccccc32)c1	7.3µM*	.	10%
Cc1c(Cl)cccc1NC(=O)Cn1c(CCC(=O)O)ccc1-c1cccs1	-24%	.	16%
CCN(CC)S(=O)(=O)c1ccc(Cl)c(C(=O)NC(C)C(c2cccs2)N2CCCC2)c1 (stereo not drawn)	?	3%	-7%
Cc1ccc(S(=O)(=O)N(C)C)cc1NC(=O)COC(=O)/C=C/c1cnc2ccccc2n1	-7%	3%	-8%
Cc1ccc(-c2nnc(SCC(=O)NCCN3C(=O)CSC3=O)n2C)cc1	8%	.	-1%
C/C(=N\NC(=O)c1ccc2c(c1)OCO2)c1ccc(NC(=O)CCCC(=O)O)cc1	-1%	-2%	14%
O=C(CC1Sc2ccccc2NC1=O)Nc1ccccc1[N+](=O)[O-] (stereo not drawn)	-20%	23%	2%
COc1ccc(C2C(C(=O)N3CCN(c4ccc(OC)cc4)CC3)c3ccccc3C(=O)N2C)cc1 (stereo not drawn)	?	-3%	-5%
Cc1cc(C)c(C#N)c(SCC(=O)c2cccs2)n1	-23%	4%	-8%
Cc1cc2oc(C(=O)Nc3c(C)n(C)n(-c4ccccc4)c3=O)c(C)c2cc1C	?	-3%	3%
c1ccc(CCNc2nc(-c3ccccn3)cs2)cc1	?	-5%	11%
